Assay outcomes as filed in PubChem.
Rab2A wt mod: changes GTP binding to wildtype dog Rab2A, up or down; GST-Rab2 wt beads, Bodipy-GTP binding, flow cytometry; GTP binding activity, % at 10 µM; AID 760; hit rate 0.19% among 190,000; P61105;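 active means GTP binding activity at least 20 points away from 100%, either lowered or raised; inconclusive means signal likely due to the compound's own green fluorescence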;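 further: 0% = beads with excess unlabeled GTP and 100% = no-compound control corrected for plate trend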
Rac1 mut GTP: alters GTP binding to activated mutant human Rac1. P63000. GST-Rac1 activated beads, fluorescent GTP binding, flow cytometry; actives lie on both sides; 100% means binding = to untreated wells. percent activity (GTP binding), % at 10 µM. hit rate 0.11% among 190,000. AID 764;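 active means GTP binding at least 20 percentage points away from the 100% baseline, in either direction, so actives lie on both sides; inconclusive means Compound likely fluorescent itself, or too few beads counted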
HRas wt GTP: changes GTP binding to wildtype human HRas; P01112; GST-Ras wt beads, Bodipy-FL-GTP binding, flow cytometry; actives lie on both sides; GTP binding activity, % at 10 µM; hit rate 0.14% among 190,000;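 active means GTP binding activity at least 20% away from the 100% baseline, either lowered as inhibitor or raised as activator; inconclusive means flagged as likely green fluorescent, judged across all proteins in the well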;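 further: 0% = unlabeled GTP competition control and 100% = no-compound control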
Target sequence (P01112 whole entry, looked up): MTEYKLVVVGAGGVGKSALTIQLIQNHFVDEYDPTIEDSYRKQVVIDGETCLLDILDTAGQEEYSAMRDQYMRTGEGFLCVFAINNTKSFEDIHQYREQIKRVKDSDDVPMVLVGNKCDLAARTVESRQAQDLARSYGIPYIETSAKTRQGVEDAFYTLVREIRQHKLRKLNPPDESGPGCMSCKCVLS
Bim-Bcl-XL: inhibitors of Bim-Bcl-XL interaction, human; Q07817; Bim peptide-Bcl-XL binding, bead flow cytometry, fluorescence; inhibition, % at 10 µM; hit rate 0.04% among 190,000
Target sequence (Q07817 whole entry, looked up): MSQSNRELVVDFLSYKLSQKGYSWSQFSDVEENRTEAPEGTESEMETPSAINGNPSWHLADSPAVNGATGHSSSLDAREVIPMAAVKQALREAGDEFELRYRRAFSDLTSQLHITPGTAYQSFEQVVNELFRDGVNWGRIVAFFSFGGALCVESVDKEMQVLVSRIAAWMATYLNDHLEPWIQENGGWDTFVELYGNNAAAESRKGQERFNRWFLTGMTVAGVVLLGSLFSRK
Bim-Bcl-W: human Bim-Bcl-W interaction inhibition; Q92843; bead-based flow cytometry, Bim peptide-Bcl-W binding; hit rate 0.02% among 190,000; inhibition, % at 10 µM;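 further: 0% = bound tracer without compound and 100% = peptide blocker; higher means less fluorescent Bim peptide bound to Bcl-W beads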
Target sequence (Q92843 whole entry, looked up): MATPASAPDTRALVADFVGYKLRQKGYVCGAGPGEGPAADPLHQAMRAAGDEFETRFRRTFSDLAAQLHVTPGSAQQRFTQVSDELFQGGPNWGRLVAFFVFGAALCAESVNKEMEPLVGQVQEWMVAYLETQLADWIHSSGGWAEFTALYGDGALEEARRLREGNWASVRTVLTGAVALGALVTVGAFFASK
Rac1 wt GTP bind: alters GTP binding to wildtype human Rac1; GTP binding activity (% of control), % at 10 µM; GST-Rac1 beads, fluorescent GTP binding, flow cytometry; actives lie on both sides; 0 = cold GTP competed, 100 = untreated; hit rate 0.27% among 190,000;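 active means GTP binding activity at least 20 points away from the 100% control level, either lower or higher; inconclusive means compound flagged as likely green fluorescent, judged across all proteins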
Rab7 wt modul: dog Rab7 wildtype GTP binding, inhibitors and activators; GTP binding activity (percent of control), % at 10 µM; GST-Rab7 beads, fluorescent GTP binding, flow cytometry; actives lie on both sides; untreated = 100%, excess cold GTP = 0%; AID 758; hit rate 0.055% among 190,000;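 active means fluorescent GTP binding to Rab7 beads changed by at least 20 points from the 100% baseline, either direction, mostly lower; inconclusive means compound itself probably fluorescent, or too few beads counted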;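 further: median green fluorescence of bound Bodipy-FL-GTP per Rab7 bead population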
Bcl-B Bim block: inhibitors of Bim-Bcl-B interaction, human; inhibition, % at 10 µM; bead-based flow cytometry, Bim peptide-Bcl-B binding; Q9HD36; AID 951; hit rate 0.073% among 190,000;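 further: 0% = tracer peptide without compound and 100% = reference inhibitor peptide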
Target sequence (Q9HD36 whole entry, looked up): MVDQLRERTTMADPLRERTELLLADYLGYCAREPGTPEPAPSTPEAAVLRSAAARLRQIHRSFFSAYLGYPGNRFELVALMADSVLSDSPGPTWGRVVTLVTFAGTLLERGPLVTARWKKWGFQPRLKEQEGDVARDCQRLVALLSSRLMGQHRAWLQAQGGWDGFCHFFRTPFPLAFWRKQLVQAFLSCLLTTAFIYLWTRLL
Cdc42 wt GTP: human Cdc42 wildtype GTP binding change, either direction | P60953 | GST-Cdc42 beads, Bodipy-GTP binding, flow cytometry; actives lie on both sides | percent activity (GTP binding), % at 10 µM | hit rate 0.2% among 190,000 | AID 761;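 active means percent activity GTP binding at least 20 points away from the 100% baseline, either down as inhibitor or up as activator; inconclusive means compound flagged as likely green fluorescent from well-wide comparison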;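 further: median bead fluorescence of bound Bodipy-FL-GTP at 100 nM; 0% = excess unlabeled GTP control and 100% = no compound control; below 100% means less GTP binding so inhibitor and above means activator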
Target sequence (P60953 whole entry, looked up): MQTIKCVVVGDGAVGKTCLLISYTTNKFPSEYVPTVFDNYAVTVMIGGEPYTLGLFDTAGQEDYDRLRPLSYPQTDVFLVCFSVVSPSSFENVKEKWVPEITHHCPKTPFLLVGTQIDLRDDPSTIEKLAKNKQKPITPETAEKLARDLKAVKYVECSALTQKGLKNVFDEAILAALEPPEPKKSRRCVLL
Bim-Bfl-1: human Bim-Bfl-1 interaction inhibition; Bead-based flow cytometry, Bim-Bfl-1 binding inhibition; hit rate 0.12% among 190,000; inhibition, % at 10 µM;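 further: 0% = wells without compound plus tracer and 100% = blocker peptide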
Bcl-2 Bim block: disrupts Bim peptide binding to human Bcl-2 | P10415 | Bead-based flow cytometry, Bim peptide-Bcl-2 binding | inhibition, % at 10 µM | hit rate 0.06% among 190,000; in the data active means inhibition above about 40%; inconclusive means no clear call, values can overlap the other calls;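 further: 0% = no compound wells with probe peptide and 100% = reference peptide inhibitor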
An asterisk follows results filed as active. Unless noted, no stated cut-off is given here; in the data, active means inhibition above about 40%.

Screening CCOC(=O)C1CCCN(Cc2cc(Br)c(OC)cc2OC)C1 (stereo not given) returned Rab2A wt mod 97, Rac1 mut GTP 98, HRas wt GTP 96, Bim-Bcl-XL 0, Bim-Bcl-W -5, Rac1 wt GTP bind 95, Rab7 wt modul 94, Bcl-B Bim block -5, Cdc42 wt GTP 97, Bim-Bfl-1 0 and Bcl-2 Bim block 0.
For COCCCNC(=O)c1cc2c(-c3ccc(Cl)cc3)nn(C)c2s1 the results were Rab2A wt mod inconclusive, Rac1 mut GTP inconclusive, HRas wt GTP inconclusive, Bim-Bcl-XL 5, Bim-Bcl-W 5, Rac1 wt GTP bind inconclusive, Rab7 wt modul inconclusive, Bcl-B Bim block -1, Cdc42 wt GTP inconclusive, Bim-Bfl-1 -7 and Bcl-2 Bim block -5.
CCOC(=O)CNC(=O)CSc1nnc(SCC(=O)NCC(=O)OCC)s1 was read as Rab2A wt mod 99, Rac1 mut GTP 98, HRas wt GTP 101, Bim-Bcl-XL -2, Bim-Bcl-W -3, Rac1 wt GTP bind 102, Rab7 wt modul 95, Bcl-B Bim block -4, Cdc42 wt GTP 101, Bim-Bfl-1 0 and Bcl-2 Bim block -2.
For O=C(Cn1cncn1)NCc1ccc(Cl)cc1 the results were Rab2A wt mod 99, Rac1 mut GTP 95, HRas wt GTP 97, Bim-Bcl-XL -4, Bim-Bcl-W -4, Rac1 wt GTP bind 103, Rab7 wt modul 99, Bcl-B Bim block -8, Cdc42 wt GTP 97, Bim-Bfl-1 -1 and Bcl-2 Bim block -3.
CCS(=O)(=O)c1c([N+](=O)[O-])ncn1C was read as Rab2A wt mod 99, Rac1 mut GTP 98, HRas wt GTP 97, Bim-Bcl-XL -4, Bim-Bcl-W -2, Rac1 wt GTP bind 103, Rab7 wt modul 97, Bcl-B Bim block -1, Cdc42 wt GTP 96, Bim-Bfl-1 0 and Bcl-2 Bim block -1.
CCOC(=O)C(NC(=O)c1ccccc1Cl)(Nc1ccc(C)c(C)c1)C(F)(F)F (stereo not given) was read as Rab2A wt mod 97, Rac1 mut GTP 98, HRas wt GTP 98, Bim-Bcl-XL -5, Bim-Bcl-W -3, Rac1 wt GTP bind 105, Rab7 wt modul 104, Bcl-B Bim block -6, Cdc42 wt GTP 101, Bim-Bfl-1 -14 and Bcl-2 Bim block -7.
C=CCNc1ncnc2c1cnn2-c1cccc(C)c1 was read as Rab2A wt mod 98, Rac1 mut GTP 101, HRas wt GTP 101, Bim-Bcl-XL 0, Bim-Bcl-W 1, Rac1 wt GTP bind 104, Rab7 wt modul 99, Bcl-B Bim block 0, Cdc42 wt GTP 102, Bim-Bfl-1 -1 and Bcl-2 Bim block 3.
Screening O=C1c2ccccc2C(=O)N1CC1=CCS(=O)(=O)C1 returned Rab2A wt mod 95, Rac1 mut GTP 95, HRas wt GTP 95, Bim-Bcl-XL -2, Bim-Bcl-W -2, Rac1 wt GTP bind 95, Rab7 wt modul 95, Bcl-B Bim block 0, Cdc42 wt GTP 96, Bim-Bfl-1 2 and Bcl-2 Bim block 0.
`Cc1ccc2oc(=O)c(/C=C(\O)c3ccccc3)nc2c1` gave Rab2A wt mod 99, Rac1 mut GTP 93, HRas wt GTP 99, Bim-Bcl-XL -5, Bim-Bcl-W -1, Rac1 wt GTP bind 101, Rab7 wt modul 104, Bcl-B Bim block -14, Cdc42 wt GTP 99, Bim-Bfl-1 -3 and Bcl-2 Bim block -1.
For CCOC(=O)C(NC(=O)c1ccc(F)cc1)(Nc1sc2c(c1C(N)=O)CCC2)C(F)(F)F (stereo not given) the results were Rab2A wt mod 97, Rac1 mut GTP 98, HRas wt GTP 97, Bim-Bcl-XL 0, Bim-Bcl-W 3, Rac1 wt GTP bind 103, Rab7 wt modul 101, Bcl-B Bim block -15, Cdc42 wt GTP 98, Bim-Bfl-1 10 and Bcl-2 Bim block 3.
O=C(O)CCc1nn2c3ccccc3n(CC(=O)c3cccs3)c2nc1=O was read as Rab2A wt mod 96, Rac1 mut GTP 92, HRas wt GTP 98, Bim-Bcl-XL -2, Bim-Bcl-W 0, Rac1 wt GTP bind 97, Rab7 wt modul 104, Bcl-B Bim block -3, Cdc42 wt GTP 96, Bim-Bfl-1 -5 and Bcl-2 Bim block -3.
Screening COc1cccc(S(=O)(=O)Nc2ccc3sc(C)nc3c2)c1 returned Rab2A wt mod 98, Rac1 mut GTP 98, HRas wt GTP 99, Bim-Bcl-XL 1, Bim-Bcl-W 1, Rac1 wt GTP bind 96, Rab7 wt modul 98, Bcl-B Bim block 0, Cdc42 wt GTP 97, Bim-Bfl-1 6 and Bcl-2 Bim block 2.
Screening Cc1cc(C)n(-c2cc(N3CCOCC3)nc(-c3ccccc3)n2)n1 returned Rab2A wt mod 103, Rac1 mut GTP 101, HRas wt GTP 102, Bim-Bcl-XL -2, Bim-Bcl-W 0, Rac1 wt GTP bind 104, Rab7 wt modul 98, Bcl-B Bim block -4, Cdc42 wt GTP 103, Bim-Bfl-1 -11 and Bcl-2 Bim block -6.
CCNC(=O)c1c(O)c2cccc3c2n(c1=O)CC3 was read as Rab2A wt mod 94, Rac1 mut GTP 97, HRas wt GTP 97, Bim-Bcl-XL -2, Bim-Bcl-W -3, Rac1 wt GTP bind 98, Rab7 wt modul 95, Bcl-B Bim block -3, Cdc42 wt GTP 97, Bim-Bfl-1 -1 and Bcl-2 Bim block -3.
Cc1ccc2nc(-c3ccc(S(=O)(=O)N4CCCCC4)cc3)cn2c1 was read as Rab2A wt mod 93, Rac1 mut GTP 94, HRas wt GTP 92, Bim-Bcl-XL -3, Bim-Bcl-W -1, Rac1 wt GTP bind 92, Rab7 wt modul 99, Bcl-B Bim block -3, Cdc42 wt GTP 93, Bim-Bfl-1 -1 and Bcl-2 Bim block -2.
For COc1ccccc1CNC(=O)c1ccc2nc3[nH]c4ccccc4c3nc2c1 the results were Rab2A wt mod 86, Rac1 mut GTP 92, HRas wt GTP 89, Bim-Bcl-XL 0, Bim-Bcl-W 0, Rac1 wt GTP bind 89, Rab7 wt modul 93, Bcl-B Bim block -10, Cdc42 wt GTP 91, Bim-Bfl-1 -7 and Bcl-2 Bim block -6.
For CC(/C=N\NC(=O)CN1CCN(S(=O)(=O)c2ccc(C)cc2)CC1)=C\c1ccccc1 the results were Rab2A wt mod 100, Rac1 mut GTP 101, HRas wt GTP 99, Bim-Bcl-XL -9, Bim-Bcl-W -6, Rac1 wt GTP bind 99, Rab7 wt modul 98, Bcl-B Bim block -9, Cdc42 wt GTP 98, Bim-Bfl-1 -17 and Bcl-2 Bim block -8.
Cc1cccc(N2CC(O)=C(c3nc4ccccc4n3C)C2=N)c1 was read as Rab2A wt mod 103, Rac1 mut GTP 97, HRas wt GTP 99, Bim-Bcl-XL -5, Bim-Bcl-W -6, Rac1 wt GTP bind 96, Rab7 wt modul 96, Bcl-B Bim block -1, Cdc42 wt GTP 101, Bim-Bfl-1 -7 and Bcl-2 Bim block -6.
For COc1ccc([N+](=O)[O-])cc1NC1C2CC3CC(C2)CC1C3 (stereo not given) the results were Rab2A wt mod 108, Rac1 mut GTP 102, HRas wt GTP 109, Bim-Bcl-XL 1, Bim-Bcl-W 2, Rac1 wt GTP bind 107, Rab7 wt modul 106, Bcl-B Bim block -1, Cdc42 wt GTP 108, Bim-Bfl-1 1 and Bcl-2 Bim block -1.
Screening CCCC(=O)n1nc(-c2cccnc2)nc1NCc1ccc(OC)cc1 returned Rab2A wt mod 97, Rac1 mut GTP 96, HRas wt GTP 99, Bim-Bcl-XL -4, Bim-Bcl-W -2, Rac1 wt GTP bind 101, Rab7 wt modul 102, Bcl-B Bim block -3, Cdc42 wt GTP 97, Bim-Bfl-1 -4 and Bcl-2 Bim block -4.
For Cc1ccc(CN2C3=NCCN3c3ccccc32)cc1 the results were Rab2A wt mod 99, Rac1 mut GTP 90, HRas wt GTP 97, Bim-Bcl-XL 3, Bim-Bcl-W 0, Rac1 wt GTP bind 101, Rab7 wt modul 107, Bcl-B Bim block 0, Cdc42 wt GTP 97, Bim-Bfl-1 -4 and Bcl-2 Bim block 0.
CC(C)(C)c1nc2ccccc2c2nnc(SCC(=O)NCc3ccco3)n12 was read as Rab2A wt mod 95, Rac1 mut GTP 94, HRas wt GTP 94, Bim-Bcl-XL -4, Bim-Bcl-W -2, Rac1 wt GTP bind 96, Rab7 wt modul 94, Bcl-B Bim block -5, Cdc42 wt GTP 95, Bim-Bfl-1 0 and Bcl-2 Bim block 0.
`CC(C)NC(=O)CCCc1ccccc1` gave Rab2A wt mod 98, Rac1 mut GTP 98, HRas wt GTP 100, Bim-Bcl-XL -8, Bim-Bcl-W -3, Rac1 wt GTP bind 106, Rab7 wt modul 98, Bcl-B Bim block -8, Cdc42 wt GTP 99, Bim-Bfl-1 -18 and Bcl-2 Bim block -6.
`CCN(CC)CCCNC(=O)c1cc(-c2ccc(O)cc2)on1` gave Rab2A wt mod 101, Rac1 mut GTP 99, HRas wt GTP 100, Bim-Bcl-XL -2, Bim-Bcl-W -1, Rac1 wt GTP bind 102, Rab7 wt modul 99, Bcl-B Bim block -5, Cdc42 wt GTP 100, Bim-Bfl-1 -13 and Bcl-2 Bim block -9.
`COc1ccc([C@H]2[C@H](C(=O)C(C)(C)C)N3N=Cc4ccccc4C3[C@]23N=C(c2ccccc2)OC3=O)cc1` (stereo not given in full) gave Rab2A wt mod 102, Rac1 mut GTP 100, HRas wt GTP 101, Bim-Bcl-XL 0, Bim-Bcl-W 0, Rac1 wt GTP bind 101, Rab7 wt modul 96, Bcl-B Bim block -1, Cdc42 wt GTP 99, Bim-Bfl-1 0 and Bcl-2 Bim block 0.
C/C(CC(=O)Nc1ccc(Cl)cc1)=N\NC(=O)C(=O)N1CCCCC1 was read as Rab2A wt mod 95, Rac1 mut GTP 94, HRas wt GTP 94, Bim-Bcl-XL 0, Bim-Bcl-W -1, Rac1 wt GTP bind 96, Rab7 wt modul 93, Bcl-B Bim block 2, Cdc42 wt GTP 93, Bim-Bfl-1 1 and Bcl-2 Bim block 0.
Cc1ccc2cc3c(N)c(C(=O)Nc4c(C)[nH]c(=O)[nH]c4=O)sc3nc2c1 was read as Rab2A wt mod 95, Rac1 mut GTP 96, HRas wt GTP 94, Bim-Bcl-XL -3, Bim-Bcl-W -2, Rac1 wt GTP bind 97, Rab7 wt modul 95, Bcl-B Bim block -9, Cdc42 wt GTP 97, Bim-Bfl-1 -7 and Bcl-2 Bim block -4.
`COc1ccccc1NC(=O)c1nnn(CC(=O)Nc2ccccc2)c1N` gave Rab2A wt mod 101, Rac1 mut GTP 101, HRas wt GTP 103, Bim-Bcl-XL -2, Bim-Bcl-W -3, Rac1 wt GTP bind 105, Rab7 wt modul 97, Bcl-B Bim block -2, Cdc42 wt GTP 103, Bim-Bfl-1 0 and Bcl-2 Bim block 0.
